Assay outcomes: PubChem, National Center for Advancing Translational Sciences (NCATS)
IL2 activator = activates IL-2 in a cell-based reporter assay; IL-2 activation reporter assay, cell-based qHTS; stimulated with anti-CD3/CD4/CD28 beads; in transgenic mouse T cells; activation, % (series mostly up to about 46 µM); 360,000 tested, 0.065% active; in the data active = activation above about 50%; inconclusive = mostly about 30% to 49%; note: 0% is about no effect
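Readout is EGFP and DsRed signal by fluorescent plate cytometry after 18 h at 37 degrees C. Transgenic mouse T cells (750/well) received compound for 60 min before bead stimulation (anti-CD3, anti-CD4, anti-CD28); memory T cells served as non-tolerant control.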
GLP1R cytotox = cytotoxic in the GLP-1 receptor inverse agonist counter-screen. HEK293 cAMP-luciferase reporter cells, luminescence, 24 h. Potency, µM (titrated, usually from 38.3 µM), for inactives: at the top dose activity change, negative = inhibition, most hits filed as inhibitors. 410,000 tested, 0.13% active;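 note: loss of luciferase light is scored as toxicity; potency is the fitted concentration of half-maximal effect; % is set by controls: 0 for no effect and ±100 for the full control effect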
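Quantitative HTS format, 1536 wells, 200 cells/uL seeded. Compounds: 23 nL, 24 h, 37 °C. Detection: luciferase reagent, luminescence at 12 min RT; decreased signal taken as cytotoxic.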
PI5P4K alpha inh = inhibitors of human PI5P4K alpha; 330,000 tested, 1.2% active; PI5P4Kalpha enzyme, ADP-Glo luminescence, 60 min; hits give low values; AID 652105; max response, %; active = max response of -50% or lower; inconclusive = between -30% and -50%; inactive = -30% or higher; note: value at the top dose of about 77 µM; % is set by controls: 0 for no effect and ±100 for the full control effect
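ADP-Glo luminescence end-point read after a 60 min room-temperature kinase reaction of PI5P4Kalpha plus substrate, initiated with ATP at 5 microM final. Buffer: 0.038 M HEPES pH 7.4, EGTA, 0.1% CHAPS, 5% DMSO.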
DRD3 agonist = activates the human D3 dopamine receptor; P35462; D3R DiscoveRx beta-arrestin cells, luminescence, 90 min; max activation, %; 410,000 tested, 0.58% active; AID 652048; in the data active = max activation above about 30%; note: 0% is about no effect; mostly tested at two doses, the higher about 12 µM
Target sequence (P35462 whole entry, looked up): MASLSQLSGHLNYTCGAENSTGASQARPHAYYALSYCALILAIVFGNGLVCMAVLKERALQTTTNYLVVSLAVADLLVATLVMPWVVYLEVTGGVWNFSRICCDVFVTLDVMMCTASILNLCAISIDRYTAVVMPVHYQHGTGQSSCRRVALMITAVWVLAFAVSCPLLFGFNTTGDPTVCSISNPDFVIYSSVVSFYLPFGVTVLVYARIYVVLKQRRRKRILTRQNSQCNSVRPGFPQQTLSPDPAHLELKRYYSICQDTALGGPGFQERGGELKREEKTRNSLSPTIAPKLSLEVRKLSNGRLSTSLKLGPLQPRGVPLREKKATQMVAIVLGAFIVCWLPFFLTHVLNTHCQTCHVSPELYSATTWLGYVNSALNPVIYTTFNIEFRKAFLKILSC
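Agonist mode: compounds and dopamine controls were applied to plated cells for 90 min at 37 degrees C after an overnight attachment at 1500 cells/well. Luminescent read-out followed 30 - 60 minutes at room temperature with DiscoveRx detection reagent.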
WRN helicase inh = blocks human WRN helicase; WRN helicase unwinding, fluorescent forked duplex, kinetic; Potency, µM (top dose mostly 114 µM), without a hit: at the top dose activity change, negative = inhibition, actives largely listed as inhibitors; 360,000 tested, 0.46% active; AID 651768; note: potency is the fitted concentration of half-maximal effect; % is set by controls: 0 for no effect and ±100 for the full control effect; nearly all actives have a fitted effect of over 55% in size
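WRN at 20 nM final was preincubated with compound for 15 min at room temperature; reaction started with 100 nM forked duplex oligonucleotide carrying fluorophore and quencher plus 2 mM ATP (final). Unwinding followed kinetically by red fluorescence (ex 525/em 598 nm).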
GLP-1R agonist = activates the human GLP-1 receptor; Potency, µM (top dose mostly 45.6 µM), inactives show top-dose activation, hits mostly activators; 380,000 tested, 0.007% active; HEK293 GLP-1R CRE-luciferase, luminescence, 4-6 h; cells express a hypersensitive GLP-1R form; AID 624172; P43220; note: potency is the fitted concentration of half-maximal effect; % of control where 0% means no effect
GLP-1R inv ag = acts as inverse agonist at human GLP-1 receptor; P43220; HEK293 GLP-1R CRE-luciferase, luminescence, 24 h; GLP-1R form is constitutively active; Potency, µM (highest dose often 38.3 µM), for the others: at the top dose activity change, negative = inhibition, hits mostly inhibitors; 410,000 tested, 1.6% active; AID 624417; note: potency is the fitted concentration of half-maximal effect; % is set by controls: 0 for no effect and ±100 for the full control effect; nearly all actives have a fitted effect of over 55% in size
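Constitutively active GLP-1R drives a cAMP-responsive luciferase in stably transfected HEK293 cells; test compounds are added after overnight (12 h) attachment and left 24 hr, and signal loss in luminescence marks inhibition.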
DRD3 antagonist = D3 dopamine receptor (human) antagonism | P35462 | AID 652054 | D3R cells, DiscoveRx beta-arrestin luminescence, antagonist mode; hits give low values | max response, negative = inhibition, % | 360,000 tested, 2.5% active; in the data active = max response below about -50%; inconclusive = no clear call, values can overlap the other calls; note: % is set by controls: 0 for no effect and ±100 for the full control effect; mostly tested at two doses, the higher about 12 µM
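Cells expressing the human receptor were seeded at 1500 cells/well, incubated overnight at 37 degrees C in 5% CO2, then exposed to library compounds with dopamine controls for 90 minutes at 37 degrees C before luminescent detection.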
PLK1 PBD inh = blocks phosphopeptide binding to human PLK1 polo-box domain; P53350; Plk1 PBD binding of FITC phosphopeptide, fluorescence polarization; Potency, µM, for the others: max response, negative = inhibition, hits mostly inhibitors; 360,000 tested, 2.8% active; note: potency is the fitted concentration of half-maximal effect; series mostly up to about 57 µM; % is set by controls: 0 for no effect and ±100 for the full control effect; nearly all actives have a fitted effect of over 65% in size
Target sequence (P53350 whole entry, looked up, the tested form may be a part): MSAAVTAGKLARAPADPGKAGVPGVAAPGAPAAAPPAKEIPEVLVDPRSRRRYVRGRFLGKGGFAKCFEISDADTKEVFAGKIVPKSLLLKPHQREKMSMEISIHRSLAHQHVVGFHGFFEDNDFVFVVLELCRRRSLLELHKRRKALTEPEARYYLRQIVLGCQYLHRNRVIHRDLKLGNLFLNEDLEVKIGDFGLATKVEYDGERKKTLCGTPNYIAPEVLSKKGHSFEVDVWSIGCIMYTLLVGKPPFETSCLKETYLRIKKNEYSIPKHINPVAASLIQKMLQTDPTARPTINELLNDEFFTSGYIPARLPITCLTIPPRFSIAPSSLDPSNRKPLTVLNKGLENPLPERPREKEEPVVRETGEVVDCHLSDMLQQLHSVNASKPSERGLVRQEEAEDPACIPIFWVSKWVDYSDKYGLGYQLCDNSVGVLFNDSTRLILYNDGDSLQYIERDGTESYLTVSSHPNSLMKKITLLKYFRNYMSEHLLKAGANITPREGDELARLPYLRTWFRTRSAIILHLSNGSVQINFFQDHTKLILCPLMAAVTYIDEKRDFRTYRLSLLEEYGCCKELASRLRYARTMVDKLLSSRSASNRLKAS
* hit, by the source's call; ? = inconclusive; . = no result given; [ ] = dose if it differs, or a comment. Unless noted, calls come from the whole dose curve; as a rule, active = well fitted curve in the direction sought with a large enough effect; inconclusive = small, poorly fitted or top-dose-only effect, or another doubt; inactive = no such curve, though single readings can be large; an effect the other way counts as inactive or inconclusive.

SMILES | IL2 activator | GLP1R cytotox | PI5P4K alpha inh | DRD3 agonist | WRN helicase inh | GLP-1R agonist | GLP-1R inv ag | DRD3 antagonist | PLK1 PBD inh
O=C(c1cccc(N2C(=O)C3C4C=CC(C4)C3C2=O)c1)N1CCN(c2ccccc2F)CC1 (configuration not stated) | -1.4 | 4.2% | -2.0 | 5.9 | 1.5% | 8.7% | 6.9% | 1.9 | -7.2%
O=C(C#Cc1ccccc1)Nc1ccccc1F | 1.3 | -31.7% | -0.4 | 0.4 | 6.4% | -0.1% | ? | -4.6 | -3.6%
Cc1cc(=O)n2nc(N3CCC(C(=O)NCc4cccnc4)CC3)sc2n1 | -1.2 | 2.3% | -5.1 | 6.2 | -1.0% | -6.1% | 1.2% | 0.8 | -5.5%
CC(O)CNC(=O)C1CCN(Cc2ccc(OCc3ccccc3)cc2)CC1 (configuration not stated) | -1.3 | 0.5% | . | -5.8 | 0.4% | -4.2% | 9.4% | 9.0 | -3.3%
CCN1C(c2ccc(F)cc2)=CS/C1=C(\C#N)c1nnc2n1-c1ccccc1SC2 | -0.8 | -10.0% | . | -2.8 | -14.4% | 5.2% | ? | 19.6 | -12.2%
Cc1cc(-c2nnc(SCC(=O)Nc3ccc(Br)cc3F)n2N)n[nH]1 | -1.5 | -6.0% | -6.8 | -3.1 | 1.8% | 3.6% | 10.3% | -1.3 | -4.4%
CCn1cc([N+](=O)[O-])c(C(=O)NCc2ccc3c(c2)OCO3)n1 | -0.5 | -4.4% | -1.8 | 3.3 | 8.5% | 6.0% | 7.9% | 0.8 | 0.6%
Cc1cccc(OCC2Cn3c(nc4c3c(=O)[nH]c(=O)n4C)O2)c1 (configuration not stated) | 0.3 | 17.2% | 3.7 | 2.4 | -24.8% | -7.7% | 2.3% | 4.2 | -9.4%
CC(C)C(=O)Nc1nnc(NC(=S)Nc2ccccc2)s1 | -4.9 | ? | -55.9* | 3.6 | -3.1% | -1.0% | -4.5% | -7.0 | ?
Cc1cc(CNC(=O)c2ccc3nc(Cc4ccccc4F)oc3c2)nn1C | 0.5 | -3.3% | 3.9 | 2.2 | -5.1%[57.1 µM] | -3.3% | 1.2% | -10.3 | -8.5%
CC(C)CC(=O)NS(=O)(=O)c1ccc(N)cc1 | -1.7 | 4.5% | -3.8 | -0.4 | -25.5%[57.1 µM] | 4.1% | 6.9% | 9.8 | -5.4%
CC1(C)C(C#N)=C(N)OC2=C1C(=O)CCC2 | -0.9 | 11.4% | . | 1.9 | -12.3%[57.1 µM] | 0.2% | -0.6% | -5.9 | 0.8%

Shown with two lines to a compound: part of the list above.
Results follow in this order: IL2 activator | GLP1R cytotox | PI5P4K alpha inh | DRD3 agonist | WRN helicase inh | GLP-1R agonist | GLP-1R inv ag | DRD3 antagonist | PLK1 PBD inh
Cc1cccc(OCC2Cn3c(nc4c3c(=O)[nH]c(=O)n4C)O2)c1 (configuration not stated)
    0.3 | 17.2% | 3.7 | 2.4 | -24.8% | -7.7% | 2.3% | 4.2 | -9.4%
CC(C)C(=O)Nc1nnc(NC(=S)Nc2ccccc2)s1
    -4.9 | ? | -55.9* | 3.6 | -3.1% | -1.0% | -4.5% | -7.0 | ?

Remaining list, next part.
SMILES | IL2 activator | GLP1R cytotox | PI5P4K alpha inh | DRD3 agonist | WRN helicase inh | GLP-1R agonist | GLP-1R inv ag | DRD3 antagonist | PLK1 PBD inh
Cc1ccc(C2CC(c3ccccc3C)n3nc(N)nc3N2)cc1 (configuration not stated) | -0.6 | -9.5% | 1.2 | 2.7 | -1.4% | -6.4% | -9.0% | 1.9 | -2.2%
c1cc2nnnn2nc1N1CCCCCC1 | 0.6 | -11.5% | -17.2 | 3.5 | -10.4% | 1.1% | 1.8% | 6.2 | -7.1%
CC(C)CN1CCC(=O)N(CCSc2ccc(Br)cc2)CC1 | -0.2 | 11.6% | 4.3 | -26.8 | -6.9% | 14.0% | ? | ? | -14.2%
CCOC(=O)CSc1nnc(COc2ccc3ccccc3c2)o1 | -0.3 | -10.6% | -6.6 | 3.9 | -23.7% | 14.0% | 2.0% | 8.3 | 26.7µM*
COc1cccc(S(=O)(=O)Nc2cccc(C(=O)N3CCCC3)c2)c1 | -0.9 | -6.8% | 0.2 | 1.5 | 4.5% | 4.9% | -16.9% | 1.2 | -2.1%
Cc1cc(OCc2cc(C(=O)NCc3cc(C(C)C)no3)no2)cc(C)c1Cl | -4.6 | -7.9% | 8.5 | -3.0 | -31.5% | -9.0% | ? | -22.6 | -9.0%
C/C(=N\NC(=O)c1ccncc1)c1ccc(NC(=O)c2ccc(Cl)cc2)cc1 | -0.7 | -8.9% | -3.8 | 1.6 | 8.9% | 8.4% | 14.6% | 3.0 | -2.3%
CCOc1ccc(S(=O)(=O)NCCC(=O)N2CCCC(C)C2)cc1 (configuration not stated) | 2.5 | 11.7% | -6.7 | 3.1 | -8.3% | -0.9% | 3.8% | -6.2 | -3.0%
Nc1nc2ccccc2n1Cc1ccc(Cl)c(Cl)c1 | -3.3 | 1.3% | 4.8 | 5.9 | -3.4% | 10.6% | ? | 15.9 | 1.9%
COc1ccc(NC(=O)c2nc[nH]c2C(=O)N2CCN(C(=O)OC(C)(C)C)CC2)cc1 | 0.1 | -5.2% | 3.3 | 5.7 | 3.4% | -2.7% | 5.4% | 10.7 | -13.9%
CCCCn1nnnc1C1(C)CCC(=O)N1CCc1ccc(OC)c(OC)c1 (configuration not stated) | 1.6 | 3.6% | 0.5 | 5.6 | -0.6% | 20.3% | 33.5% | 22.3 | 1.4%
NC(=O)c1ccc(NC(=O)COC(=O)C2(c3cccc(F)c3)CCCC2)cc1 | -0.8 | 3.6% | -5.0 | -3.2 | -3.4% | 5.7% | ? | -5.8 | -5.3%
COc1ccc2[nH]c3c(=O)n(Cc4ccncc4)cnc3c2c1 | -2.9 | 4.1% | -7.7 | 3.1 | -1.1% | 17.9% | 90.7%[activator] | -0.5 | -0.6%
COCCNC(=O)c1ccc2c(c1)N(Cc1ccc(C(F)(F)F)cc1)C(=O)c1ccccc1S2 | . | -11.7% | . | -1.6 | . | -13.8% | ? | . | .
O=C(NCc1ccccn1)C(=O)NCC1OCCN1S(=O)(=O)c1ccc(Br)cc1 (configuration not stated) | -3.0 | 4.1% | 5.9 | 0.0 | -34.9% | -7.6% | -14.9% | -5.6 | -5.3%
Brc1ccc(-c2cn3c(n2)CCc2ccc4cccnc4c2-3)cc1 | 7.4 | -18.7% | . | 1.7 | 1.0% | 2.7% | 0.0% | -6.5 | 1.3%
O=C(CN1CCN(S(=O)(=O)c2ccc(Cl)s2)CC1)N1CCOCC1 | -0.1 | -0.7% | 3.1 | -1.5 | -4.8% | -1.7% | 3.1% | -18.8 | 1.7%
CCc1ccc(NC(=O)CSc2nc(O)cc(=O)n2C2CCCC2)cc1 | 3.7 | -5.7% | -2.7 | -2.6 | -3.6% | 0.0% | 0.4% | -10.3 | -11.0%
Cc1ccc(OCCC(=O)OCC(=O)Nc2ccc(Cl)cn2)cc1 | 2.5 | -8.3% | -14.7 | -0.2 | -12.8%[57.1 µM] | -13.8% | -3.3% | 0.0 | -4.7%
Cc1ccc(-n2nc(C)c3c2OC(N)=C(C#N)C3c2ccccc2F)cc1 (configuration not stated) | 0.5 | -2.9% | 1.6 | 1.2 | -17.4% | 0.3% | -23.9% | -52.0* | ?
N#CC1=C(N)N(c2ccc(F)cc2)C(=O)C1 | 0.4 | -15.4% | . | 0.5 | -5.3% | -4.5% | 19.1% | -4.0 | -21.2%
O=c1[nH]c(=O)n(Cc2ccccc2)c2c1C(C(F)(F)F)(C(F)(F)F)N=C(c1ccco1)N2 | -1.2 | 3.1% | . | 1.5 | -6.8% | 2.1% | 2.5% | 31.6 | 0.1%
O=C(CN1C(=O)N/C(=C\c2ccccc2OCc2ccc(C(=O)O)cc2)C1=O)Nc1ccccc1F | 3.3 | 20.3% | -51.4* | 1.1 | ? | -0.4% | 10.9% | -14.5 | ?
O=C1/C(=C\c2ccc(O)c(O)c2)SC(=S)N1Cc1ccccc1 | 0.1 | 10µM* | ? | -3.3 | 11.2µM* | 5.6% | ? | ? | 15.6%
O=C(Nc1nccs1)C(c1ccccc1)N1CCCC1 (configuration not stated) | 3.5 | 8.3% | -2.0 | -1.2 | -8.1% | 0.7% | 7.5% | 0.3 | 2.4%
CC(C)(C)NC(=O)c1ccccc1NC(=O)C1CCCO1 (configuration not stated) | -1.9 | 0.4% | -0.3 | -9.7 | -8.5% | 5.4% | 5.9% | -8.7 | -7.7%
Cc1cccc2c(N=NC(=O)C(C)n3cnc4ccccc4c3=O)c(O)[nH]c12 (configuration not stated) | -3.1 | 7.5% | -16.6 | 1.4 | -35.0% | -2.9% | 33.3% | -23.2 | -13.3%
CCOc1ccc(C(=O)CCC(=O)NN2C(=O)NC3(CCCCC3)C2=O)cc1 | -0.9 | 0.0% | 0.2 | -1.4 | 5.7% | -1.6% | 0.4% | -4.7 | 0.8%
CCCN1CNC(=S)N(c2ccccc2C)C1 | -0.1 | -2.8% | 14.0 | 3.1 | 3.0% | 0.3% | 4.7% | -0.2 | -0.6%
CC1=C(C(=O)N(C)C)CC(CC(=O)NCc2cccs2)C(=O)N1Cc1ccccc1 (configuration not stated) | -3.2 | -7.0% | 0.0 | -8.4 | 7.8% | 0.8% | 0.4% | -20.8 | 0.6%
N#Cc1ccccc1COC(=O)CCN=C1NS(=O)(=O)c2ccccc21 | 0.7 | -2.9% | 0.9 | -1.6 | -8.7% | 5.9% | 17.3% | 8.8 | -4.0%
O=C(Nc1ccc2[nH]c(=S)sc2c1)Nc1ccccc1F | 1.0 | -6.4% | -72.2* | -4.7 | -4.2% | 5.1% | -6.9% | 14.3 | 21.2µM*
COc1ccc([C@H]2CC(=O)C=C(c3cc(Cl)ccc3C)C2)cc1 | -0.6 | 4.6% | 24.1 | -26.3 | 4.7% | 2.8% | ? | 11.1 | 3.5%
CCOC(=O)C1=C(C)N(Cc2ccc(C(=O)O)cc2)C(=O)NC1c1ccc([N+](=O)[O-])cc1 (configuration not stated) | -2.3 | 2.2% | -0.9 | 5.5 | 1.2% | -3.9% | 8.1% | -25.3 | -6.8%
